# Screening data (PubChem)
# NPY-Y1 antag – NPY-Y1 (human) receptor antagonism | inhibition, % at 3.6 µM | P25929 | 200,000 compounds, 1% hits | HEK293-CNG Y1 cells, membrane potential fluorescence; NPY at EC95, then isoproterenol;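 active = inhibition above the campaign mean inhibition of all tested compounds plus 3 SD, cut at about 20% in these data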;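 note: 0% = DMSO wells given NPY plus isoproterenol and 100% = isoproterenol alone without NPY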
# Target sequence (P25929 whole entry, looked up): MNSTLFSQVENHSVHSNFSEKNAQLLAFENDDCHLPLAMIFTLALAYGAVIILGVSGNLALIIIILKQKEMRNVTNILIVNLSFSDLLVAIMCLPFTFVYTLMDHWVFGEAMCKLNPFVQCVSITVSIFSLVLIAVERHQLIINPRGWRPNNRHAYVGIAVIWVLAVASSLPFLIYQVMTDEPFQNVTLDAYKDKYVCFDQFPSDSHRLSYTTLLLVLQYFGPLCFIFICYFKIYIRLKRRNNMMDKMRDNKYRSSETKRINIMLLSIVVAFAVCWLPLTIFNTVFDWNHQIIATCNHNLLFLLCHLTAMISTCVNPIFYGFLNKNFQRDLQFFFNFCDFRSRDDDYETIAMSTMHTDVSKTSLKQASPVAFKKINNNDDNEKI
#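 material = HEK293 cells with Y1 receptor plus CNG channel | also added = NPY 25 nM then isoproterenol 1 µM plus Ro 20-1724 25 µM | schedule = dye 3 h, compound 60 min room temperature, stimulation 45 min | measured by = membrane potential fluorescence | benchmarks = high control isoproterenol alone, low control NPY with isoproterenol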
# RBBP9 inhibitor – human RBBP9 hydrolase inhibition. inhibition, % at 7.94 µM. O75884. 220,000 compounds, 0.2% hits. recombinant RBBP9, FP-Rh probe fluorescence polarization. AID 1515;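 active = inhibition above the campaign mean of all tested compounds plus 3 SD, cut at about 14% in these data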;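 note: plate controls were DMSO wells with RBBP9 for no effect and wells lacking RBBP9 protein for full effect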
# Target sequence (O75884 whole entry, looked up): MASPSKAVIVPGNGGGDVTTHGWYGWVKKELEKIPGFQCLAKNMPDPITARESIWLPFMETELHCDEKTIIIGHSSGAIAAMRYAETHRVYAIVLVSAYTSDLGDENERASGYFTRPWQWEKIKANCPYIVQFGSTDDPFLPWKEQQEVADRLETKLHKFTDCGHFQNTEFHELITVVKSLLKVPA
#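 Controls: DMSO-treated enzyme wells and wells lacking RBBP9 | Material: RBBP9 protein | Technique: Fluorescence polarization | Replication: Single well per compound, no replicates | Buffer or medium: Tris-NaCl-Pluronic buffer, pH 8.0 | Timing: 30 min compound preincubation, 45 min probe labeling, 25 °C | Read-out basis: Percent inhibition from mP, scaled between DMSO and no-protein wells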
# NPY-Y1 PAM-ag – human NPY-Y1 potentiation or agonism, primary screen; 220,000 compounds, 0.37% hits; NPY-Y1 expressing cells, potentiator/agonist activation; activation, % at 3.6 µM; AID 1304; P25929; in the data active = activation above about 33%, passing the limit was not always enough;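 note: cells stimulated with NPY at EC10 then isoproterenol at EC100; 0% = low agonist plus stimulus and 100% = saturating agonist plus stimulus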
# Ba/F3 V617F tox – reduce viability of Ba/F3 cells dependent on JAK2V617F; Ba/F3 EpoR-JAK2V617F viability, ATP luminescence; inhibition, % at 5.6 µM; 220,000 compounds, 1.1% hits;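 active = inhibition above the campaign mean plus 3 SD over all tested compounds, cut at about 24% in these data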;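 note: cytokine-independent growth of Ba/F3 cells driven by EpoR plus mutant JAK2; 0% = DMSO-treated cells and 100% = JAK inhibitor I control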
# BaF3 parental – parental Ba/F3 viability inhibition as JAK2V617F counter-screen; AID 1486; CellTiter-Glo ATP luminescence; 220,000 compounds, 1.1% hits; inhibition, % at 5.6 µM;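 active = inhibition above a per-campaign cutoff, the mean inhibition of all tested compounds plus 3 SD, cut at about 27% in these data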;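 note: 0% = DMSO wells and 100% = JAK Inhibitor I control wells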
# NPY2 pot ag – human NPY-Y2 potentiation or agonism, primary screen; P49146; cells expressing NPY-Y2, potentiator/agonist read-out; activation, % at 3.6 µM; 220,000 compounds, 0.45% hits; AID 1359; in the data active = activation above about 27%;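 note: cells stimulated with NPY near EC25 plus isoproterenol at EC100; 0% = vehicle plus submaximal agonist and 100% = vehicle plus saturating agonist; some results beyond the cut were filed as inactive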
# Runt-CBFb FRET – blocks binding of human RUNX1 Runt domain to CBFb | Q01196+Q13951 | 220,000 compounds, 0.46% hits | AID 1496 | inhibition, % at 20 µM | Cerulean-Runt/Venus-CBFb FRET ratio 530/480, 1 h;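 active = inhibition over about 50% at 20 µM in the single-dose screen, limit read from the data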;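 note: 0% = DMSO wells and 100% = excess unlabeled CBFb competitor control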
#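 System: Cerulean-labeled Runt domain protein | Quantity: 100 nM of each labeled protein | Schedule: 1 h compound exposure, room temperature | Detection: Fluorescence energy transfer, 422 nm excitation, 530/480 nm emission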
# S1P4 antagonist – blocks the human S1P4 receptor; O95977; S1P4-expressing cells, antagonist mode, reporter read-out; inhibition, % at 4.98 µM; 220,000 compounds, 0.26% hits; AID 1510; in the data active = inhibition above about 29%;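 note: 0% = wells stimulated with agonist and 100% = vehicle wells without agonist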
# Target sequence (O95977 whole entry, looked up): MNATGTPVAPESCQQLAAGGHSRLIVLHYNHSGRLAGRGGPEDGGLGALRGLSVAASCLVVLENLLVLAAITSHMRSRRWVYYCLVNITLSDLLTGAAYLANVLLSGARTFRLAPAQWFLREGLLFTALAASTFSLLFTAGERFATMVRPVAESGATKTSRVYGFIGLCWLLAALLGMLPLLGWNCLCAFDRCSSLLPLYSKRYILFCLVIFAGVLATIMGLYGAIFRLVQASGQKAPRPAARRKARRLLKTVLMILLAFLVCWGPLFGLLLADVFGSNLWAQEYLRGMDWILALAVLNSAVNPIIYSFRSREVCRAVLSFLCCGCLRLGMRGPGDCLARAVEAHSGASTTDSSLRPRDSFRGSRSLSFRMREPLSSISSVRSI
# S1P4 agonist – activates the human S1P4 receptor; O95977; activation, % at 4.98 µM; S1P4-expressing cell line, agonist reporter assay; AID 1509; 220,000 compounds, 0.35% hits; in the data active = activation above about 11%;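 note: 0% = DMSO vehicle and 100% = reference agonist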
# Active calls of the source: *; . = not tested or not shown.
SMILES,NPY-Y1 antag,RBBP9 inhibitor,NPY-Y1 PAM-ag,Ba/F3 V617F tox,BaF3 parental,NPY2 pot ag,Runt-CBFb FRET,S1P4 antagonist,S1P4 agonist
OCC1(Cc2ccccc2)CCN(Cc2cnc(-c3cccc4ccccc34)nc2)CC1,7.4,-8.8,-13.0,0.1,5.2,-19.8,-0.3,-1.5,0.0
O=C1CCC(C(=O)OCC(=O)c2ccccc2)N1 (configuration not stated),-1.9,-7.6,-5.6,2.5,4.7,-10.2,0.8,-3.0,-0.7
Cc1cc(C)nc(NC(=O)/C=C/c2ccccc2Cl)n1,4.2,-1.9,-8.8,-3.9,-4.0,-16.5,-0.4,4.1,-0.7
CCN1CCN(c2cc(C)nc(-c3ccccc3O)n2)CC1,.,-11.3,-1.7,2.8,0.9,-3.1,0.5,-8.7,-0.8
Cc1n[nH]c(=S)c2nn(-c3ccccc3F)c(C)c12,1.9,-2.9,6.7,0.2,2.4,-16.1,2.8,-11.4,0.5
COc1ccc(CCNC(=O)CSc2nnc(CNc3ccc(Cl)cc3)o2)cc1OC,15.3,-7.7,-3.8,-0.7,1.2,-25.1,-4.2,-14.1,1.4
O=C(c1ccccc1)c1cnc(Nc2ccccc2Cl)s1,6.2,-6.9,-16.5,-0.9,4.6,-9.3,-0.8,7.4,-1.1
Cc1ccc(CC2C(=O)N(c3ccc(C)cc3)C(=O)C2C)cc1 (configuration not stated),5.1,-10.9,-11.6,6.2,3.4,-7.5,.,13.4,-1.0
CCCCOC(=O)c1ccc(NC(=S)NC(=O)c2c(Cl)cnn2C)cc1,25.2*,-9.1,-36.1,-3.6,0.2,-15.4,-0.9,12.2,4.0
O=C(NCc1cccnc1)c1ccc2c(=O)n(CCCN3CCCC3=O)c(=S)[nH]c2c1,-6.7,-0.8,-16.8,-3.4,4.7,-16.9,-1.6,-7.5,2.2
CC(=O)Nc1ccc(-c2cc(-c3ccccc3)nc(-c3ccccc3)n2)cc1,-2.0,3.3,-26.1,-2.6,4.1,6.8,-0.2,-13.6,2.7
CC(O)c1c(-c2ccccc2)nn(C)c1Cl (configuration not stated),5.8,-3.3,12.4,1.0,6.4,-4.1,-1.0,3.4,-0.5
CCC(=NC(CC)CO)C1=C(O)CC(C)(C)CC1=O (configuration not stated),-5.1,2.1,-6.7,2.5,0.1,-2.5,-2.5,-0.1,0.7
Cc1noc(C)c1COC(=O)c1cccc(N(C)C)c1,0.3,-7.6,-24.3,-0.9,1.7,-7.9,0.3,-15.7,1.1
COc1cc(/C=N/NC(=O)c2ccccc2O)ccc1OC(=O)CC1SC(=O)NC1=O (configuration not stated),.,0.6,-1.9,-3.5,0.8,-1.0,1.4,5.6,0.6
N#CC1=C(N)NC(SCc2ccc(F)cc2)=C(C#N)C12CCCCC2,-1.4,0.7,-5.0,-0.4,5.3,20.4,-1.0,-7.3,0.3
C=CC(C)N1C(=O)S/C(=C\c2ccc(N3CCOCC3)cc2C)C1=O (configuration not stated),2.0,-1.7,-20.0,-3.3,0.7,-6.3,-20.1,-8.9,0.5
CCN(C(=S)Nc1cc(S(=O)(=O)N2CCOCC2)ccc1Cl)c1cccc2ccccc12,7.5,-7.0,-5.3,-0.9,6.3,5.2,35.7,-12.2,1.6
O=C(O)C1CCCN(S(=O)(=O)c2ccc(Cl)s2)C1 (configuration not stated),0.5,-4.0,11.6,0.9,-0.8,-1.5,2.3,6.6,-4.2
CCCC(C)NC(=O)c1ccc2[nH]c3c(c2c1)CC(C)CC3 (configuration not stated),-1.1,-5.5,0.6,3.4,2.1,1.1,0.6,-10.3,0.1
O=C(OCc1nc2ccccc2c(=O)[nH]1)c1cccs1,6.5,-5.7,-2.1,-4.8,1.1,2.6,-1.5,-3.3,-2.3
O=C(NCC1OCCc2ccccc21)C1COc2ccccc2O1 (configuration not stated),-0.8,-6.1,-8.6,0.6,3.0,-10.8,-0.2,-15.2,-0.3
O=C(NNC(=O)c1ccccc1-n1cccc1)c1ccc(Cl)c(Cl)c1,6.6,-0.1,28.8,-0.5,7.0,-8.6,-0.7,0.2,-2.6
O=C(NNc1cc(N2CCCC2)nc(N2CCCC2)n1)c1ccc([N+](=O)[O-])cc1,0.9,-6.9,25.9,-1.6,8.3,22.0,.,-0.9,-0.1
CCNC(=O)C1CC(=O)OC12CCCCC2 (configuration not stated),1.6,2.7,11.8,2.3,7.9,-19.2,0.3,-11.2,-0.5
COC(=O)c1c(-c2ccc(C)cc2)csc1NC(=O)C1CC=CCC1C(=O)O (configuration not stated),7.0,-8.8,-22.0,4.6,6.9,-11.4,-0.2,-13.8,2.3
CCN(CC(=O)NC1CCCCCC1)S(=O)(=O)c1ccccc1,2.3,-6.5,5.1,-2.2,1.5,-7.1,-1.3,-19.3,-0.3
CC(=O)NS(=O)(=O)c1ccc(NC(=O)CSc2ccccc2)cc1,.,-11.1,-19.3,2.2,-0.6,4.6,2.3,-8.8,2.5
COC(=O)c1cc(=O)nc2sc3cc(OC)ccc3n12,3.3,-4.7,-5.0,1.7,1.7,-2.9,1.3,-24.6,2.8
CC(=O)C1=C(O)C(=O)N(C)C1c1ccccc1F (configuration not stated),-0.6,-0.2,-2.9,2.4,10.3,1.3,0.8,-4.3,-0.1
Cn1c(=O)c2c(nc(NN=C3CCCCC3)n2C)n(C)c1=O,-1.5,-5.0,8.6,4.0,6.6,0.2,-1.4,-4.2,-1.7
Cc1cc(C)c2nc(N3CCC(C(=O)N4CCN(C(=O)c5ccco5)CC4)CC3)sc2c1,-3.2,-0.1,-2.1,2.3,4.1,1.2,-16.6,-3.2,1.1
Cc1ccc(C)c(-n2c(SCC(=O)NCC3CCCO3)nnc2-c2ccoc2C)c1 (configuration not stated),3.2,1.1,5.0,-1.2,2.7,10.0,-0.3,-6.9,-0.7
Cn1c(=O)n(C)c2cc(C(=O)Nc3ccc4c(c3)OCO4)ccc21,-4.1,-7.3,-0.8,-0.8,5.8,15.1,0.5,-6.3,-1.8
CSc1nc(Oc2ccc(F)cc2F)cc(C(F)(F)F)n1,-1.3,-4.6,-29.7,-0.7,2.2,-17.1,3.1,-5.0,0.4
COc1ccccc1-c1c(NC(=O)c2ccco2)n(C)c2ccccc2c1=O,.,-7.4,-4.7,-0.9,-4.3,15.7,-0.3,7.1,-0.5
CCC1CCCCN1C(=O)CCc1nnc(Cc2cc(OC)ccc2OC)o1 (configuration not stated),.,-4.7,-3.5,-2.3,0.0,-10.6,1.6,6.2,-1.0
Cc1ccc(NC(=O)CSc2nc(O)c(Cc3ccccc3)c(=O)n2-c2ccccc2)cc1,6.6,1.1,-15.1,0.9,7.6,-6.8,0.2,-6.4,-4.3
O=C(CCCN1C(=O)c2cccc3cccc(c23)C1=O)N1CCN(c2ccccn2)CC1,3.7,-13.8,-16.4,3.4,6.5,-1.5,-7.6,-14.9,-3.2
CCOC(=O)C(NCc1ccccc1)(NC(=O)c1ccccc1)C(F)(F)F (configuration not stated),7.0,-1.1,-14.8,3.2,7.7,-18.6,-0.6,-11.7,1.7
CCOc1cccc(OCCOCCn2cnc3ccccc3c2=O)c1,4.5,-9.1,-23.5,8.8,10.7,-21.4,1.0,5.3,4.3
Nc1cc(=O)[nH]c(SCC(=O)Nc2cccc(Cl)c2)n1,0.7,-11.2,-5.3,0.4,2.5,5.9,0.0,9.6,-1.0
CCOC(=O)CSc1nc(C(C)C)nc2ccccc12,0.9,-2.1,13.1,5.4,1.9,-19.8,1.8,3.1,0.9
O=C(Nc1nnc(-c2ccccc2)s1)c1cccc(S(=O)(=O)N2CCOCC2)c1,5.9,3.3,2.7,-1.9,1.4,7.6,0.2,-1.5,0.5
CC(=O)c1cc(C#N)c(SCC(=O)OC(C)(C)C)nc1C,-4.1,-14.4,12.8,-3.4,0.2,6.1,-2.4,4.7,-0.1
COC(=O)/C(=C/c1cccc([N+](=O)[O-])c1)NC(=O)c1ccc(OC)cc1,-6.1,-9.1,-12.7,-0.1,1.2,0.7,-1.5,-8.9,1.2
COC(=O)C(C)n1nc(C)n(-c2ccc(C)cc2)c1=O (configuration not stated),3.0,-10.3,2.1,1.1,2.7,6.5,1.6,-1.2,1.6

# Reformatted bar-delimited: part of the list above
smiles | NPY-Y1 antag | RBBP9 inhibitor | NPY-Y1 PAM-ag | Ba/F3 V617F tox | BaF3 parental | NPY2 pot ag | Runt-CBFb FRET | S1P4 antagonist | S1P4 agonist
CSc1nc(Oc2ccc(F)cc2F)cc(C(F)(F)F)n1 | -1.3 | -4.6 | -29.7 | -0.7 | 2.2 | -17.1 | 3.1 | -5.0 | 0.4
COc1ccccc1-c1c(NC(=O)c2ccco2)n(C)c2ccccc2c1=O | . | -7.4 | -4.7 | -0.9 | -4.3 | 15.7 | -0.3 | 7.1 | -0.5
CCC1CCCCN1C(=O)CCc1nnc(Cc2cc(OC)ccc2OC)o1 (configuration not stated) | . | -4.7 | -3.5 | -2.3 | 0.0 | -10.6 | 1.6 | 6.2 | -1.0
Cc1ccc(NC(=O)CSc2nc(O)c(Cc3ccccc3)c(=O)n2-c2ccccc2)cc1 | 6.6 | 1.1 | -15.1 | 0.9 | 7.6 | -6.8 | 0.2 | -6.4 | -4.3
O=C(CCCN1C(=O)c2cccc3cccc(c23)C1=O)N1CCN(c2ccccn2)CC1 | 3.7 | -13.8 | -16.4 | 3.4 | 6.5 | -1.5 | -7.6 | -14.9 | -3.2
CCOC(=O)C(NCc1ccccc1)(NC(=O)c1ccccc1)C(F)(F)F (configuration not stated) | 7.0 | -1.1 | -14.8 | 3.2 | 7.7 | -18.6 | -0.6 | -11.7 | 1.7
CCOc1cccc(OCCOCCn2cnc3ccccc3c2=O)c1 | 4.5 | -9.1 | -23.5 | 8.8 | 10.7 | -21.4 | 1.0 | 5.3 | 4.3
Nc1cc(=O)[nH]c(SCC(=O)Nc2cccc(Cl)c2)n1 | 0.7 | -11.2 | -5.3 | 0.4 | 2.5 | 5.9 | 0.0 | 9.6 | -1.0
CCOC(=O)CSc1nc(C(C)C)nc2ccccc12 | 0.9 | -2.1 | 13.1 | 5.4 | 1.9 | -19.8 | 1.8 | 3.1 | 0.9
O=C(Nc1nnc(-c2ccccc2)s1)c1cccc(S(=O)(=O)N2CCOCC2)c1 | 5.9 | 3.3 | 2.7 | -1.9 | 1.4 | 7.6 | 0.2 | -1.5 | 0.5
CC(=O)c1cc(C#N)c(SCC(=O)OC(C)(C)C)nc1C | -4.1 | -14.4 | 12.8 | -3.4 | 0.2 | 6.1 | -2.4 | 4.7 | -0.1

# Not a retest: 2 of the compounds above.
SMILES,NPY-Y1 antag,RBBP9 inhibitor,NPY-Y1 PAM-ag,Ba/F3 V617F tox,BaF3 parental,NPY2 pot ag,Runt-CBFb FRET,S1P4 antagonist,S1P4 agonist
COC(=O)/C(=C/c1cccc([N+](=O)[O-])c1)NC(=O)c1ccc(OC)cc1,-6.1,-9.1,-12.7,-0.1,1.2,0.7,-1.5,-8.9,1.2
COC(=O)C(C)n1nc(C)n(-c2ccc(C)cc2)c1=O (configuration not stated),3.0,-10.3,2.1,1.1,2.7,6.5,1.6,-1.2,1.6
